# GCN5L2 inh – qHTS Assay for Inhibitors of GCN5L2; 0.21% of 390,000 active; AID 504327, 2011; Histone acetyltransferase KAT2A (Homo sapiens), Q92830; GCN5L2 HAT assay, ThioGlo1 CoA-SH fluorescence; Potency, µM (doses to about 58.9 µM), for the others: at the highest dose activity change, negative = inhibition, hits mostly inhibitors
#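 ThioGlo1-coupled HAT assay: 20nM GCN5L2, 70uM acetyl-CoA, 75uM H3(1-25) peptide, pH 7.5. Fluorescence read at 340/540nm at start and after 20 min at room temperature.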
# N370S GC mod – qHTS Assay for Inhibitors and Activators of N370S glucocerebrosidase as a Potential Chaperone Treatment of Gaucher Disease | Lysosomal acid glucosylceramidase (Homo sapiens), P04062 | N370S GC spleen homogenate, 4MU-glucoside fluorescence | Potency, µM (highest dose often 59.4 µM), without a hit: top-dose activity change, negative = inhibition, most hits filed as inhibitors | 0.092% of 330,000 active | AID 2101, 2009;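 also: 0% = full enzyme activity and -100% = no enzyme basal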
# FEN1 inh – qHTS Assay for the Inhibitors of Human Flap endonuclease 1 (FEN1). P39748. Recombinant FEN1 flap cleavage, fluorescence, 15 min. AID 588795, 2011. 0.35% of 390,000 active. Potency, µM (titrated, usually from 114 µM), for the others: at the highest dose activity change, negative = inhibition, usual class: inhibitors; also: nearly all actives have a fitted effect of over 65% in size
# Target sequence (P39748 whole entry, looked up): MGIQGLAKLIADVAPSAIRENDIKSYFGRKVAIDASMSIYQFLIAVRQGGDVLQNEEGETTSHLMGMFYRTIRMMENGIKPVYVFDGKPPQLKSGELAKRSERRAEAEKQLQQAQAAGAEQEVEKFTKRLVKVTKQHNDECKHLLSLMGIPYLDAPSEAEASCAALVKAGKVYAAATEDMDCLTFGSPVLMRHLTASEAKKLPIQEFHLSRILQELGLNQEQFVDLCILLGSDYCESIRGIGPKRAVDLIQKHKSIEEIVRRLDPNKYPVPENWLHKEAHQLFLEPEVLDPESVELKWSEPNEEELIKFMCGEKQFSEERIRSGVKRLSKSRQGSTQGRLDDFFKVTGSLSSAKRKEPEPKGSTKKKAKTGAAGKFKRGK
#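 Read-out was taken twice, immediately and after 15 min, following addition of 50 nM substrate to 10 nM FEN1 that had sat with test compound for 15 min at room temperature. Curves came from a four-parameter Hill model.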
# * marks the source's active call; other numbers are inactive results; ? = inconclusive; . = not tested or not shown; & = joins results of further samples; [ ] = remark or other dose. Calls follow the shape of the dose curve; as a rule, active = well fitted curve in the direction sought with a large enough effect; inconclusive = small, poorly fitted or top-dose-only effect, or another doubt; inactive = no such curve, though single readings can be large; an effect the other way counts as inactive or inconclusive. Unless noted, % is scaled to controls: 0 for no effect and ±100 for the full control effect; potency is read from the fitted curve at half-maximal effect.
cpd	Structure	GCN5L2 inh	N370S GC mod	FEN1 inh
1	Cc1ccnc(NC(=O)CCC(=O)N(CC(=O)NC2CCCCC2)c2ccc3c(c2)OCO3)c1	-1%	3%	-3%
2	NCCNCCNCCN	0%&-1%	-3%&-1%	19%
3	CCc1nn(CC(=O)N2CCN(c3cccc(C(F)(F)F)c3)CC2)c(=O)c2cccn12	-13%	.	?
4	COc1ccc(C)cc1S(=O)(=O)NC(C)C(=O)Nc1ccc2c(c1)OCO2 (stereo not drawn)	-6%	-1%	2%
5	Cn1nc(C(F)(F)F)c(-c2ccccc2)c1NC(=O)c1ccco1	-4%	-11%	3%
6	Cn1c(=O)oc2cc(S(=O)(=O)NCc3ccc(F)cc3)ccc21	-30%	3%	6%
7	CC(C)c1nnc(NC(=O)Cn2nc(-c3ccc4c(c3)OCCO4)ccc2=O)s1	-3%	12%	4%
8	CCOCCCNC(=O)N[C@@H](C)C(=O)OC	-1%	1%	-3%
9	CCOCC(=O)Nc1nnc(COC)s1	10%	-2%	-9%
10	Cc1ccc(C2=CSC3=NCCN23)c(C)c1	-6%	4%[2.35 µM]	1%
11	CN(C(=O)c1c[nH]c(=O)cc1C(F)(F)F)c1ccc(Cl)cc1	-4%	2%	-4%
12	CC1CCC2(CC1)NC(=O)N(CC(=O)N1CCN(C(=O)c3cccs3)CC1)C2=O (stereo not drawn)	-3%	.	14%
13	Cc1ccc(C(=O)Nc2nnc(S(=O)(=O)N3CCc4ccccc43)s2)cc1	0%	.	3%
14	Cc1ccccc1OCC(=O)NS(=O)(=O)c1ccc(Cl)cc1	-1%	?	0%
15	COc1ccc(N2CCN(C(=O)CSc3nnc(C)c(=O)[nH]3)CC2)cc1	-2%	8%	-5%
16	CCN1CCN(C(=S)Nc2cc(S(=O)(=O)N(CC)CC)ccc2C)CC1	1%	-19%	2%
17	COC(=O)Nc1ccccc1C(=O)N1CCC(O)(c2ccc(Cl)cc2)CC1	-1%	-4%	2%
18	COc1ccc(CNC2CCCCC2)cc1	-2%	0%	-17%
19	COc1cc(OC)c(C(=O)OCC(=O)NCCC2=CCCCC2)cc1OC	-17%	-9%	-2%
20	CCCCn1c(=O)c(CCC(=O)OCC(=O)NC(=O)NCCOC)nc2ccccc21	-4%	11%	-8%
21	COC(=O)Cn1nc(C)c2ccccc2c1=O	1%	-6%	0%
22	CCn1c(CCNC(=O)c2ccc(OC)c(OC)c2)nc2ccccc21	-8%	0%	-10%
23	Cc1nnc(NS(=O)(=O)c2ccc(Br)cc2)s1	0%	0%	5%
24	CCSc1cc(C)nc2c(-c3ccccc3)cnn12	-1%	9%	-4%
25	Cc1ccc(Nc2nc(N)c([N+](=O)[O-])c(N3CCOCC3)n2)cc1	-7%	29%	-18%
26	O=C(Nc1ccc(F)c(F)c1)C1CCCN(S(=O)(=O)c2cnc[nH]2)C1 (stereo not drawn)	-2%	2%	19%
27	CC1CN(c2ccc([N+](=O)[O-])c(NCCOc3ccccc3)c2)CCN1 (stereo not drawn)	3%	-28%	-3%
28	CC(=O)C(C(C)=O)C(c1ccccc1)c1nc2ccccc2[nH]c1=O (stereo not drawn)	0%	-6%	-3%
29	COc1ccc(OC)c(S(=O)(=O)NCC(c2ccc(N(C)C)cc2)N2CCOCC2)c1 (stereo not drawn)	-18%	.	8%
30	COc1ccc(NC(=O)c2oc3ccccc3c2NC(=O)C2CCCO2)cc1OC (stereo not drawn)	-6%	-14%	-12%
31	CSCc1ccc(C(=O)NC(C)c2ccc(-n3ccnc3)cc2)cc1 (stereo not drawn)	-3%	-5%	0%
32	Cc1cc(C)c(NC(=O)CSc2n[nH]c(-c3ccccc3Cl)n2)c(C)c1	-19%	.	-14%
33	Nc1c(-c2ccccc2)cnn1-c1cccc([N+](=O)[O-])c1	-4%	6%	-16%
34	CCCCCn1cnc2c(sc3nc4c(cc32)CSC(C)(C)C4)c1=O	-3%	-5%	7%
35	O=c1sc(N2CCN(c3ccc(F)cc3)CC2)nc2ccsc12	0%	-2%	-9%
36	O=C(Nc1ccccn1)c1ccco1	-7%	26%	12%

# Taken from above.
# For N370S GC mod, compound 33 has 6%
# For GCN5L2 inh, compound 31 has -3%
# For GCN5L2 inh, compound 3 has -13%
# For GCN5L2 inh, compound 23 has 0%
# For FEN1 inh, compound 34 has 7%
# For FEN1 inh, compound 10 has 1%

# Next results follow.
cpd	Structure	GCN5L2 inh	N370S GC mod	FEN1 inh
37	CCc1ccc(-c2cc(C)no2)cc1S(=O)(=O)NCc1ccc(OC)cc1	-18%	.	5%
38	CN(CCOc1ccc(Cl)cc1)C(=O)Cc1ccc(S(=O)(=O)N2CCOCC2)s1	-5%	.	-5%
39	CC1CN(Cc2nc3c(c(=O)[nH]c(=O)n3C)n2CC(N)=O)CC(C)O1 (stereo not drawn)	-4%	4%	-1%
40	CCOc1cc(S(=O)(=O)Nc2ccc(Cl)cn2)ccc1Cl	-3%	3%	5%
41	O=C(NCC1OCCc2ccccc21)c1ccc(NC(=O)c2ccccc2Cl)cc1 (stereo not drawn)	-5%	29%	-8%
42	S=C(c1cccs1)N1CCCC1	0%	-6%	-2%
43	COc1ccc(N2CCN(C(=O)CCc3nnc4ccc(N5CCC(C)CC5)nn34)CC2)cc1	-14%	1%	0%
44	Cc1ccc(NC(=O)CN2CCC(NC(=O)Cc3ccccc3)CC2)cc1C	-4%	-2%	-5%
45	COc1ccccc1-n1ccnc(SCC(=O)NCc2ccccc2Cl)c1=O	-17%	-1%	-7%
46	CCOC(=O)c1c(N)n(CC(C)NC(=O)C2CC2)c2nc3ccccc3nc12 (stereo not drawn)	-6%	16%	.
47	C=CCn1c(-c2ccc(Cl)cc2)ccc(C#N)c1=O	2%	7%	-10%
48	CCOC(=O)c1c(C)oc2ncnc(N3CCN(c4ccccc4OC)CC3)c12	-7%	.	-8%
49	O=C(NC1CCCCC1)c1cc([N+](=O)[O-])ccc1N1CCCCC1	?	14%	-15%
50	O=C(CNC(=O)c1ccc(-c2ccccc2)cc1)OCc1ccc(Br)cc1	-5%	9%	4%
51	COc1ccc(CCCC(=O)N/N=C/c2ccccc2OC)cc1	-3%	16%	-2%
52	COc1ccc(-c2nn(-c3ccccc3)cc2/C=N/O)cc1OC	-4%	-22%	0%
53	CC(C(=O)Nc1ccc(C#N)cc1)N(C)CC(=O)N(C)c1c(N)n(Cc2ccccc2)c(=O)[nH]c1=O (stereo not drawn)	-4%	.	-4%
54	Cc1cc2nc3n(c2cc1C)CC1CC(C(=O)NCC2CC2)N(C)C31 (stereo not drawn)	-13%	13%	5%
55	Cc1ccc(C(=O)NC(=S)N2CCN(c3ccccc3F)CC2)cc1	-5%	9%	8%
56	CCn1c(NC(=O)c2ccc(COc3ccc(C)cc3[N+](=O)[O-])o2)nc2ccccc21	1%	7%	13%
57	CCc1ccc2c(c1)C(C)=CC(C)(C)N2	-2%	0%	-1%
58	CCNC(=S)N(CCc1cccc(C)c1)Cc1cc2cc(OC)c(OC)cc2[nH]c1=O	-7%	6%	?
59	CN(Cc1ccc(F)cc1)Cc1nc(CCc2ccccc2)no1	1%	-18%	-9%
60	CCOc1ccc(N(CC(=O)NCc2ccc(Cl)cc2)S(=O)(=O)c2ccccc2)cc1	-10%	-8%	0%

# Entries by screen from the list:
# N370S GC mod, nos. 25 to 35 → 29%, 2%, -28%, -6%, ., -14%, -5%, ., 6%, -5%, -2%
# FEN1 inh, nos. 25 to 35 → -18%, 19%, -3%, -3%, 8%, -12%, 0%, -14%, -16%, 7%, -9%
# GCN5L2 inh, nos. 25 to 35 → -7%, -2%, 3%, 0%, -18%, -6%, -3%, -19%, -4%, -3%, 0%

# Further results:
cpd	Structure	GCN5L2 inh	N370S GC mod	FEN1 inh
61	C/C=C(\C)C(=O)OC1[C@@H]2C=C3C4CC(=O)OC(c5ccoc5)[C@]4(C)CCC3[C@@](C)(C2=O)C(C(O)C(=O)OC)C1(C)C (stereo partly drawn)	-8%	-8%	.
62	CCc1ccc(NC(=O)Cn2c(=O)n(CC3CCCO3)c(=O)c3cc(OC)c(OC)cc32)cc1 (stereo not drawn)	-6%	.	-1%
63	O=C(O)CC1S/C(=N/N=C/C=C/c2ccccc2[N+](=O)[O-])NC1=O (stereo not drawn)	-2%	19%	6%
64	Cc1nc([N+](=O)[O-])cn1CC(=O)c1ccc(Cl)cc1	-18%	-2%	-11%
65	CC(NCC1(N2CCOCC2)CCCCC1)C(=O)N1CCc2ccccc21 (stereo not drawn)	-18%	0%	-2%
66	Cn1cccc1C(=O)N1CCC2(CCN(Cc3ccc(C#N)cc3)CC2)CC1	-5%	-11%	.
67	O=C(COc1ccc(Br)cc1)NCCNC(=O)c1ccccn1	-1%	-1%	1%
68	CC(=O)Nc1ccc(C(=O)Nc2ccc(S(=O)(=O)N3CCCCC3)cc2)cc1	-5%	-12%	-11%
69	Cc1ccc2nc(-c3ccc(NC(=O)CN4CCN(c5ccccn5)CC4)cc3)sc2c1	-6%	-4%	-1%
70	CCC(C)NS(=O)(=O)c1ccc(NC(=O)CCC2CCCCC2)cc1 (stereo not drawn)	-2%	2%[12.8 µM]	-4%
71	CC(C)(C)c1nc(SCC(=O)Nc2nc3c(s2)CCCC3)c2ccccc2n1	-2%	12%	-10%
72	COc1ccc(C)cc1NC(=O)CSc1nc(=O)n(Cc2ccco2)c2c1CCC2	-10%	.	14%
73	O=C(COc1ccc(Cl)cc1)N/N=C/CCc1ccccc1	-1%	6%	-13%
74	C#CCOc1ccc(Br)cc1C(c1c(C)[nH][nH]c1=O)c1c(C)[nH][nH]c1=O	-5%	-4%	18%
75	COc1cccc(-n2c(N)c(C(=O)Nc3c(C)n(C)n(-c4ccccc4)c3=O)c3nc4ccccc4nc32)c1	-5%	-7%	1%
76	CC(C)COc1ccc(-c2nnc(-c3ccco3)o2)cc1	-26%	23%	-12%
77	CCOc1ccc(NC(=O)c2ccc(NC(=S)NC3CCCCC3)cc2)cc1	-7%	-9%	-4%
78	CN1CCN(C(=O)c2ccc(-c3ccccc3)cc2)CC1	0%	-5%	7%
79	Cc1ccccc1CN1CCN(CC(=O)NCc2ccccc2)CC1	-1%	-2%	5%
80	Cc1cccc(-n2ncc3c2CCCC3NC(=O)c2ccc[n+]([O-])c2)c1C (stereo not drawn)	-3%	-2%	-2%
81	CSc1nn(Cc2ccc(F)cc2)c(N(C(C)=O)C(C)=O)c1S(=O)(=O)c1ccccc1	0%	.	-27%
82	Cc1ccc(C(=O)N/N=C\c2ccc(OC(=O)c3cccs3)cc2)cn1	-2%	2%	-12%
83	CN1CCN(Cc2c(O)ccc3c(-c4ccccc4)cc(=O)oc23)CC1	-4%	-9%	-4%
84	COc1cccc(C(=O)Nc2nnc(C3CCCO3)s2)c1 (stereo not drawn)	-5%	18%	-5%

# Whole records, quoted from the list:
# Cc1ccc(C(=O)N/N=C\c2ccc(OC(=O)c3cccs3)cc2)cn1 as listed: GCN5L2 inh = -2%; N370S GC mod = 2%; FEN1 inh = -12%
# Cc1cccc(-n2ncc3c2CCCC3NC(=O)c2ccc[n+]([O-])c2)c1C (stereo not drawn) as listed: GCN5L2 inh = -3%; N370S GC mod = -2%; FEN1 inh = -2%

# Next part.
cpd	Structure	GCN5L2 inh	N370S GC mod	FEN1 inh
85	COc1ccc(C)cc1NC(=O)CSc1nc(=O)[nH]c2c1CCCC2	-3%	.	-8%
86	O=C(NC1CCN(Cc2ccccc2)CC1)C(NS(=O)(=O)c1cccc2nsnc12)c1ccccc1 (stereo not drawn)	-11%	-7%	-1%
87	O=C(NCc1ccccc1)C1=C[C@@H](c2csc3ccccc23)C[C@@H](OCc2ccc(CO)cc2)O1	-4%	26%	-4%
88	Cn1c(SCC(=O)Nc2ccccc2F)nc2c([nH]c3ccccc32)c1=O	2%	.	17%
89	COc1ccc(-c2csc3nc(-c4ccc(F)cc4)oc(=O)c23)cc1	-10%	.	1%
90	Nc1c(C(=O)O)nnn1Cc1ccccc1	0%	2%	-7%
91	COc1cccc(NC(=O)NC2(C(=O)N3CCC(O)CC3)CCCCC2)c1	-1%	1%	16%
92	COCCn1c(=O)c(-c2ccccc2)nc2cnc(Oc3ccccc3)nc21	-9%	11%	.
93	CCOC(=O)N1CCN(S(=O)(=O)c2cc(Br)cc3c2N(C(C)=O)C(C)C3)CC1 (stereo not drawn)	-4%	5%	-9%
94	Cc1ccc(SCC(=O)OCC(=O)N(CC(C)C)C2CCS(=O)(=O)C2)cc1C (stereo not drawn)	1%	-6%	3%
95	COc1ccc(CN2COc3ccc4c(oc(=O)c5ccccc54)c3C2)cc1OC	-5%	.	-11%
96	CCCCCn1c(CCCNC(=O)c2ccccc2)nc2ccccc21	1%	.	-8%
97	CN(C(=O)CSc1nc2c(cnn2-c2ccccc2)c(=O)[nH]1)C1CCS(=O)(=O)C1 (stereo not drawn)	-20%	12%	.
98	CCS(=O)(=O)c1nc(S(=O)(=O)c2ccc(C)cc2)c(N2CCCC(C)C2)s1 (stereo not drawn)	-4%	?	-18%
99	O=C(O)CSc1cc(NS(=O)(=O)c2ccc(Cl)cc2)c2ccccc2c1O	55%[activator]	-3%	35µM*
100	O=S(=O)(O)c1cccc2c(N=Nc3ccc(O)c4ncccc34)cccc12	?	-5%	?

# Assay outcomes as filed in PubChem.
